RXFP1 ag: RXFP1 (human) receptor agonism; Q9HBX9; HEK293T-RXFP1 cAMP TR-FRET, 30 min; response scale: percent of porcine relaxin response, buffer zero; Potency, µM (series often up to 57.5 µM), inactives show at the top dose activation, usual class: activators; hit rate 0.3% among 370,000; further: on the % scale 0 is the no-effect control and ±100 the full control effect; nearly all actives have a fitted effect of over 60% in size; many of its hits are not listed in these tables
Target sequence (Q9HBX9 whole entry, looked up): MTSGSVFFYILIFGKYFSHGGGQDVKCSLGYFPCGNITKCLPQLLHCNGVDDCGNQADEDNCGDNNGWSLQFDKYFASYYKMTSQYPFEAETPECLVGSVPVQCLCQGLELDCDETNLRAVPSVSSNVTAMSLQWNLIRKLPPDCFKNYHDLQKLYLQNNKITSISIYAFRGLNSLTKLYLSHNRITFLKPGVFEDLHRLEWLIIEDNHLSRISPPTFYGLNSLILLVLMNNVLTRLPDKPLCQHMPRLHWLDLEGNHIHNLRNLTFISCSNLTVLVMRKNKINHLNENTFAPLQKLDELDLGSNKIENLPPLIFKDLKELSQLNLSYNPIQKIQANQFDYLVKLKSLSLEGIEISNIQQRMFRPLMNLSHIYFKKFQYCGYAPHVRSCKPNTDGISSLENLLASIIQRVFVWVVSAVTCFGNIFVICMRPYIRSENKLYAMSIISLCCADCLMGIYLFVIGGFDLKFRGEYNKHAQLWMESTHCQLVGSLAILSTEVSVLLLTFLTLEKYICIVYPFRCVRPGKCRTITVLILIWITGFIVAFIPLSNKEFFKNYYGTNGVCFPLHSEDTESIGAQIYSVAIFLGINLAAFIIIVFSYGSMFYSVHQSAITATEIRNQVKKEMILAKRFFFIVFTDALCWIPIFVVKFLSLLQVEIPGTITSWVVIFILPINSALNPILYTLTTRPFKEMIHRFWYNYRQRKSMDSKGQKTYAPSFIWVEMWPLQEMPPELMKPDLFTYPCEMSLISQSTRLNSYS
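Agonist response is measured as cAMP accumulation in an RXFP1-transfected HEK293T line under PDE4 inhibition. Values are scaled between buffer-only and 29 nM porcine relaxin, and EC50s come from standard Hill equation fits.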
Vif-A3F inh: inhibitors of Vif-A3F interaction; hit rate 0.2% among 390,000; HeLa A3F-eYFP + Vif (tagged APOBEC3F with the HIV-1 protein that degrades it), YFP fluorescence increase; Potency, µM (series often up to 46.1 µM), for the others: at the highest dose activity, negative = active; further: % of control where 0% means no effect; nearly all actives have a fitted effect of over 65% in size
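HeLa cells stably expressing A3F-eYFP plus Vif, plated and incubated overnight at 37 deg C, then exposed to compounds overnight at 37 deg C. Blocked degradation read as raised yellow fluorescence (Ex 488/Em 500-530).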
mIDH1 inhibitor: inhibitors of human mutant IDH1 R132H | O75874 | IDH1-R132H enzyme, NADPH consumption, diaphorase/resazurin fluorescence | Potency, µM (highest dose often 76.6 µM), for the others: at the highest dose activity change, negative = inhibition, most hits filed as inhibitors | hit rate 0.093% among 390,000 | AID 602179; further: on the % scale 0 is the no-effect control and ±100 the full control effect; nearly all actives have a fitted effect of over 65% in size
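IDH1-R132H (0.5 ug/mL dispensed) in pH 7.5 Tris buffer was preincubated 30 min with compound, then given a substrate mix of 0.016 mM NADPH and 2 mM alpha-KG for 80 min at room temperature; remaining NADPH was read by diaphorase/resazurin fluorescence.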
Vif-APOBEC3G blk: Vif-A3G binding inhibition; Q9HC16; HeLa A3G-eYFP + Vif (tagged APOBEC3G with the HIV-1 protein that degrades it), YFP fluorescence, overnight; Potency, µM (doses to about 46.1 µM), inactives show at the highest dose activity, negative = active, hits mostly inhibitors; hit rate 0.076% among 410,000; AID 602310;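 further: on the % scale 0 is the no-effect control and ±100 the full control effect; nearly all actives have a fitted effect of over 60% in size; hits raise eYFP signal because A3G escapes Vif-driven loss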
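Read-out is eYFP fluorescence (Ex 488/Em 500-530) from Vif-expressing HeLa A3G-eYFP cells; more signal means A3G escaped Vif-mediated degradation. Cells plated overnight, compound pinned in, incubated overnight at 37 deg C.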
RGS4 inh: inhibitors of human regulator of G protein signaling 4. P49798. Transcreener GDP fluorescence polarization, RGS4-accelerated GTP hydrolysis. Potency, µM (titrated, usually from 114 µM), inactives show at the highest dose activity change, negative = inhibition, usual class: inhibitors. hit rate 0.039% among 390,000. AID 504845; further: on the % scale 0 is the no-effect control and ±100 the full control effect; nearly all actives have a fitted effect of over 75% in size; some results filed as inactive show a strong effect at the top dose
Target sequence (P49798 whole entry, looked up): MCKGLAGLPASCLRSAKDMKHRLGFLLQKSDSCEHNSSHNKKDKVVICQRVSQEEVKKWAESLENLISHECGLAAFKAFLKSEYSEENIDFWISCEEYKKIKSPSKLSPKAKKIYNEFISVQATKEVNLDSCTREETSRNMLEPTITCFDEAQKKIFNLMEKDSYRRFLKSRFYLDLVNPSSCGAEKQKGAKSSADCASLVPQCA
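MLSMR compounds (23 nl, pin-transferred) preincubated 10 min at room temperature with a 500nM (2x) first reagent, then RGS4 at 900nM (2x) plus Transcreener GDP mix added; fluorescence polarization (620/688 nm) read before and after 90 min at 30 °C.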
12-LOX inh: blocks human arachidonate 12S-lipoxygenase; P18054; purified 12hLO, xylenol orange hydroperoxide absorbance; Potency, µM (series often up to 108 µM), for inactives: at the highest dose activity change, negative = inhibition, actives largely listed as inhibitors; hit rate 1.1% among 580,000; AID 1671190; further: on the % scale 0 is the no-effect control and ±100 the full control effect
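Purified human 12hLO at 150 nM in 25 mM Hepes, 0.01% Triton X-100, pH 7.0, preincubated 15 min at room temperature with compound. Reaction started with 40 uM arachidonic acid, 30 min at room temperature. Hydroperoxide measured by Fe-xylenol orange, 573/405 nm absorbance ratio.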
USP1 inh: USP1/UAF1 (human) deubiquitinase inhibition; O94782; recombinant USP1/UAF1, Ub-Rhodamine cleavage fluorescence; Potency, µM (highest dose often 57.1 µM), without a hit: top-dose activity change, negative = inhibition, actives largely listed as inhibitors; hit rate 0.23% among 390,000; AID 743255; further: on the % scale 0 is the no-effect control and ±100 the full control effect; nearly all actives have a fitted effect of over 60% in size; inactives centre near -12
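Step one: compound is pinned into 1nM USP1/UAF1 in HEPES pH 7.8 buffer with TCEP. Step two: 15 min room-temperature incubation. Step three: Ub-Rho (150nM final) starts cleavage, tracked by fluorescence over six one-minute reads.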
rTrxR1 inhibitor: blocks rat thioredoxin reductase 1; O89049; AID 588453; hit rate 1% among 390,000; recombinant rTrxR1, NADPH fluorescence consumption, selenite substrate; Potency, µM (top dose mostly 114 µM), for the others: at the highest dose activity change, negative = inhibition, actives largely listed as inhibitors; further: on the % scale 0 is the no-effect control and ±100 the full control effect; nearly all actives have a fitted effect of over 65% in size
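Rat TrxR1 (90 nM in the dispensed reagent) was pre-reduced with 400 uM NADPH for 5 min at room temperature, then incubated with compound for 15 min. After 400 uM selenite was added, NADPH fluorescence (Ex 340/Em 450 nm) was followed for 8 min.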
TrxR1 substrate: substrates of rat thioredoxin reductase 1; O89049; purified TrxR1 substrate turnover, NADPH consumption readout; Potency, µM (series often up to 114 µM), inactives show top-dose activity change, negative = substrate turnover; hit rate 0.01% among 390,000; further: on the % scale 0 is the no-effect control and ±100 the full control effect; nearly all actives have a fitted effect of over 50% in size
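Rat TrxR1, dispensed at 90 nM, was prereduced with 400 uM NADPH (final) for 5 min at ~22 deg C, then incubated with compound 15 min before 400 uM selenite. A first-read NADPH fluorescence drop versus no-compound background flagged substrates.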
* marks the source's active call; other numbers are inactive results; ? = inconclusive; . = not tested or not shown; & = joins results of further samples; [ ] = dose if it differs, or a comment. The call rests on the fitted dose curve; in most records, active means well fitted curve in the direction sought with a large enough effect; inconclusive means small, poorly fitted or top-dose-only effect, or another doubt; inactive means no such curve, though single readings can be large; an effect the other way counts as inactive or inconclusive. Potency means the concentration at half of the fitted maximal effect.

The opening two compounds, to show the layout:
SMILES	RXFP1 ag	Vif-A3F inh	mIDH1 inhibitor	Vif-APOBEC3G blk	RGS4 inh	12-LOX inh	USP1 inh	rTrxR1 inhibitor	TrxR1 substrate
O=C(NCCc1ccccc1)c1ccc(-c2ccccc2Cl)o1	2.5%	-5%	4%	1%	1%	?	-8%	?	-4%
COc1ccc(/C(N)=N/OC(=O)CN(C)S(=O)(=O)c2ccccc2)cc1	-1.8%	10%	5%	0%	?	?	?	17%[57.1 µM]	-4%

The listing, from the start:
SMILES	RXFP1 ag	Vif-A3F inh	mIDH1 inhibitor	Vif-APOBEC3G blk	RGS4 inh	12-LOX inh	USP1 inh	rTrxR1 inhibitor	TrxR1 substrate
O=C(NCCc1ccccc1)c1ccc(-c2ccccc2Cl)o1	2.5%	-5%	4%	1%	1%	?	-8%	?	-4%
COc1ccc(/C(N)=N/OC(=O)CN(C)S(=O)(=O)c2ccccc2)cc1	-1.8%	10%	5%	0%	?	?	?	17%[57.1 µM]	-4%
CS(=O)(=O)C1=NSC2=NC(=O)/C(=C\c3ccc(OC(=O)c4ccco4)c(Br)c3)C(=N)N21	-2.1%	?	-24%	-2%	-37%	?	?	?	-15%
CCOC(=O)C(NC(=O)CC)(N1CCc2ccccc2C1)C(F)(F)F (stereo not given)	0.1%	-15%	2%	1%	-15%	-23%	-20%	2%	1%
COc1ccc2oc(=Nc3cccc(F)c3)c(C(N)=O)cc2c1	-0.3%	2%	5%	-17%	3%	-10%	-23%	7%	0%
Cc1cc(C(=O)O)c(CSc2ncn[nH]2)o1	0.5%	-12%	2%	1%	20%	-8%	-3%	-19%	-9%
COc1cc(CN2CCc3ccccc3C2)cc([N+](=O)[O-])c1O	3.9%	3%	1%	0%	7%	?	-12%	-7%	-12%
Cc1sc(N)c(C#N)c1C	-1.1%	0%	4%	1%	-14%	-38%	-3%	-13%	-12%
C/C(CC(=O)Nc1cc(C)cc(C)c1)=N\NC(=O)c1ccccn1	1.9%	7%	1%	0%	-43%	24%	-9%	?	-13%
CC(=O)N1CCCc2cc(S(=O)(=O)N3CCCC(C(=O)N4CCN(c5cccc(Cl)c5)CC4)C3)ccc21 (stereo not given)	-0.8%&3.1%	-6%&1%	-1%&13%	1%&-2%	-15%&-1%	9%&-9%	-22%&-17%	16%	-4%
O=C(NN1C(=O)C2C(C1=O)C1C=CC2C12CC2)c1ccccc1 (stereo not given)	0.2%	0%	-8%	-1%	-9%[11.4 µM]	-11%	-4%	23%	7%
O=C(Nc1ccccc1)Nc1ccccc1Br	0.1%	0%	6%	-7%	30%	11µM*	?	9%[57.1 µM]	-7%
CCOc1ccc(NC(=O)NCCN2CCN(c3ccccc3F)CC2)cc1	1.0%&0.1%	6%	2%	-2%	15%&20%	1%	-20%&-7%	28%&-21%	6%&-16%
Cc1ccc(N=Cc2cc(Cc3ccccc3Cl)cc([N+](=O)[O-])c2O)c(O)c1	-4.7%	-13%	2%	3%	-6%[11.4 µM]	.	18µM*	-7%	-3%
C#CCOCCOCCOCCNc1nc(N2CCOCC2)nc(N2CCN(C(=O)[C@H]([C@@H](C)O)n3cc(CCCCN)nn3)CC2)n1	-0.5%	1%	1%	-1%	13%	?	9%	3%	-3%
Cc1ccc(-n2c(SCC(=O)N3CC(=O)Nc4ccccc43)nc3ccccc3c2=O)cc1	-4.3%	0%	5%	-1%	0%	-19%	-7%	6%	2%
C=CCn1cc(Cl)cc(C(=O)Nc2ccccc2)c1=O	1.5%	-5%	-2%	-11%	11%	0%	-22%	14%	2%
COc1ccc(CCNC(=O)c2ccc(CS(=O)Cc3ccc(Cl)cc3)o2)cc1OC (stereo not given)	0.7%	9%	-8%	-3%	-11%	17%	-26%	5%	2%
COc1ccc(N2CCN(C(=O)c3ccc(Br)cc3)CC2)c([N+](=O)[O-])c1	0.0%	0%	2%	-2%	-15%	-11%	-2%	17%[57.1 µM]	-8%
CCOC(=O)CC1C(=O)NCCN1S(=O)(=O)c1cccc(C(F)(F)F)c1 (stereo not given)	3.0%	?	5%	-3%	14%	63%[activator]	-13%	9%	2%
COc1ccc([C@H]2CC(=O)C=C(c3cccc(Cl)c3)C2)cc1	-1.2%	-3%	-3%	-4%	-2%	-14%	-17%	22%	-3%
CCN(CC)S(=O)(=O)c1cccc(-c2nnc(C(=O)c3ccc(C(F)(F)F)cc3)o2)c1	2.3%	1%	-2%	0%	-4%	13%	?	9%	-5%
Cc1sc2ncnc(N/N=C/c3cccc(O)c3)c2c1C	1.8%	?	4%	-1%	-7%	-7%	-22%	-9%[57.1 µM]	2%[57.1 µM]
CCN1C(=O)[C@H]2[C@@H](c3ccc(OC)cc3)N[C@]3(CCCN(Cc4ccccc4)C3=O)[C@H]2C1=O	.	-2%	13%	1%	.	-24%	-8%	.	.
COc1ccc(-c2cc(C(F)(F)F)nc(SCC(=O)NCCc3ccc(OC)c(OC)c3)n2)cc1	0.7%	0%	-9%	0%	-6%	1%	-31%	-6%	-10%

7 structures out of the list, arranged by formula weight, low to high.
SMILES	RXFP1 ag	Vif-A3F inh	mIDH1 inhibitor	Vif-APOBEC3G blk	RGS4 inh	12-LOX inh	USP1 inh	rTrxR1 inhibitor	TrxR1 substrate
C=CCn1cc(Cl)cc(C(=O)Nc2ccccc2)c1=O	1.5%	-5%	-2%	-11%	11%	0%	-22%	14%	2%
O=C(NN1C(=O)C2C(C1=O)C1C=CC2C12CC2)c1ccccc1 (stereo not given)	0.2%	0%	-8%	-1%	-9%[11.4 µM]	-11%	-4%	23%	7%
COc1ccc([C@H]2CC(=O)C=C(c3cccc(Cl)c3)C2)cc1	-1.2%	-3%	-3%	-4%	-2%	-14%	-17%	22%	-3%
O=C(NCCc1ccccc1)c1ccc(-c2ccccc2Cl)o1	2.5%	-5%	4%	1%	1%	?	-8%	?	-4%
CCOc1ccc(NC(=O)NCCN2CCN(c3ccccc3F)CC2)cc1	1.0%&0.1%	6%	2%	-2%	15%&20%	1%	-20%&-7%	28%&-21%	6%&-16%
CCN1C(=O)[C@H]2[C@@H](c3ccc(OC)cc3)N[C@]3(CCCN(Cc4ccccc4)C3=O)[C@H]2C1=O	.	-2%	13%	1%	.	-24%	-8%	.	.
Cc1ccc(-n2c(SCC(=O)N3CC(=O)Nc4ccccc43)nc3ccccc3c2=O)cc1	-4.3%	0%	5%	-1%	0%	-19%	-7%	6%	2%

Next results follow.
SMILES	RXFP1 ag	Vif-A3F inh	mIDH1 inhibitor	Vif-APOBEC3G blk	RGS4 inh	12-LOX inh	USP1 inh	rTrxR1 inhibitor	TrxR1 substrate
COc1cc(N(C)C)c([N+](=O)[O-])cc1C(=O)N1CCOCC1	-1.6%	-13%	-4%	-1%	0%	0%	-6%	12%[57.1 µM]	7%[57.1 µM]
CCOc1ccc2nc(NC(=O)c3cccc(-c4cc5ccccc5oc4=O)c3)sc2c1	4.3%	?	0%	-20%	-46%	?	-23%	14%	10%
O=C(O)CCn1cnc2ccccc2c1=O	4.5%	-6%	1%	0%	-5%	?	-14%	-2%	-10%
CC(=O)NCc1ccc(-c2csc(NC(=O)CCc3nc4ccccc4c(=O)[nH]3)n2)s1	.	-18%	9%	?	-5%	-23%	0%	-7%[57.1 µM]	7%[57.1 µM]
O=C(O)C=C(Br)Br	0.1%	4%	-8%	-3%	7%	?	7%	-4%	3%
Cc1cc(C)n2nc(NCc3cccc(Br)c3)nc2n1	2.6%	6%	3%	0%	-9%	-9%	-19%	18%	79%[activator]
CC1=C(C(=O)Nc2ccc(Br)cc2)C(c2ccco2)NC(=O)N1 (stereo not given)	-0.2%	0%	0%	1%	-22%	-17%	8%	8%	-6%
CC[C@]12c3[nH]c4ccc(OC)cc4c3CCN1C(=O)C(CC(=O)NCCCN(C)C)C[C@@H]2C(=O)N1CCN(C(=O)c2ccco2)CC1 (stereo not given in full)	.	1%	3%	3%	-11%	?	-3%	3%	-1%
CC(C)(C)n1nnnc1C(c1ccncc1)N1CCN(C2CCCCC2)CC1 (stereo not given)	2.0%	-12%	-2%	1%	-14%	3%	-3%	5%	-7%
O=C(Nc1cccc(S(=O)(=O)NC2=NCCC2)c1)c1ccc(OC(F)F)cc1	1.3%	0%	-10%	0%	-2%	-13%	-2%	15%	-3%
O=C(NCCSCc1ccc(Cl)cc1Cl)c1ccc(CN2CCOCC2)cc1	0.0%	0%	4%	1%	-26%	-6%[57.4 µM]	-4%	5%	1%
CC(NC(=O)c1cc(-c2cccs2)on1)c1ccccc1 (stereo not given)	2.1%	0%	2%	0%	22%	-13%	-13%	-11%	8%
CCOc1ncccc1C(=O)N1CCN(S(=O)(=O)c2ccc3ccccc3c2)CC1	0.0%	-5%	-4%	-1%	-5%	10%	-5%	12%	6%
CCOc1cc(N2C(=O)CC3CS(=O)(=O)CC32)c(OCC)cc1NC(=O)c1ccccc1 (stereo not given)	-0.6%	-10%	10%	-1%	-33%[11.4 µM]	-3%	2%	-5%	10%[57.1 µM]

Compound activity from PubChem BioAssay.

This is a subset; the hit share may differ from the screen's.
